High-throughput results deposited in PubChem BioAssay by National Center for Advancing Translational Sciences (NCATS).
ALDH1A1 inh – ALDH1A1 (human) enzyme inhibition; P00352; Purified ALDH1A1, NADH fluorescence, propionaldehyde substrate; Potency, µM (titrated, usually from 75.3 µM), for the others: at the highest dose activity, negative = inhibition, usual class: inhibitors; 7.3% of 220,000 active; active means well fitted inhibition curve with a large enough effect, not every such curve was filed as active; inconclusive means small, poorly fitted or top-dose-only effect, or another doubt; inactive means no such curve, though single readings can be large or run the other way;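 further: plate controls were no enzyme wells and a reference inhibitor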
Target sequence (P00352 whole entry, looked up): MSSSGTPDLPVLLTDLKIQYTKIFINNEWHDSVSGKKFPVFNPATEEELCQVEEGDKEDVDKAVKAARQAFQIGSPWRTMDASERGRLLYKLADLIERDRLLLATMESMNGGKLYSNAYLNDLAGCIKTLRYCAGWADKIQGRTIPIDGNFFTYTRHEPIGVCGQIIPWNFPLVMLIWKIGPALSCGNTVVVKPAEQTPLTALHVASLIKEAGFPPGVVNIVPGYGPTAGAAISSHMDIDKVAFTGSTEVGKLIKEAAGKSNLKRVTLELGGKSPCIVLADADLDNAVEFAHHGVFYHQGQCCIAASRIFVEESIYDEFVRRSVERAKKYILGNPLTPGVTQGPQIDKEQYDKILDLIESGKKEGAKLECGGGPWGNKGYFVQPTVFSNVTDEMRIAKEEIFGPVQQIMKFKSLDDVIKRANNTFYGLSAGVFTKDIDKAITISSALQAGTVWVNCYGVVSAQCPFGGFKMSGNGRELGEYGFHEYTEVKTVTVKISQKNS
Tau fluor counter – counter-screen for tau fibril formation inhibitors; 0.93% of 280,000 active; tau K18 P301L Alexa594 fluorescence, heparin fibrillization; Potency, µM (top dose mostly 57.7 µM), inactives show top-dose activity change, negative = decrease; further: on the % scale 0 is the no-effect control and ±100 the full control effect; nearly all actives have a fitted effect of over 55% in size
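Human K18 P301L tau (15 uM unlabeled plus 0.24 uM Alexa 594-labeled, final) in 100 mM sodium acetate pH 7 was mixed with compound and 20 uM heparin and incubated 6 hr at 37 C.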
KDM4E inh – blocks human JMJD2E demethylase activity | 1.6% of 230,000 active | JMJD2E catalytic domain, FDH-coupled NADH fluorescence (FDH is formaldehyde dehydrogenase) | Potency, µM (top dose mostly 57.1 µM), inactives show at the highest dose activity change, negative = inhibition, actives largely listed as inhibitors | B2RXH2; active means well fitted inhibition curve with a large enough effect, not every such curve was filed as active; inconclusive means small, poorly fitted or top-dose-only effect, or another doubt; inactive means no such curve, though single readings can be large or run the other way;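 further: 0% = wells with enzyme and -100% = buffer wells without enzyme; nearly all actives have a fitted effect of over 50% in size; many of its hits are not listed in these tables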
Target sequence (B2RXH2 1-337 limits assumed): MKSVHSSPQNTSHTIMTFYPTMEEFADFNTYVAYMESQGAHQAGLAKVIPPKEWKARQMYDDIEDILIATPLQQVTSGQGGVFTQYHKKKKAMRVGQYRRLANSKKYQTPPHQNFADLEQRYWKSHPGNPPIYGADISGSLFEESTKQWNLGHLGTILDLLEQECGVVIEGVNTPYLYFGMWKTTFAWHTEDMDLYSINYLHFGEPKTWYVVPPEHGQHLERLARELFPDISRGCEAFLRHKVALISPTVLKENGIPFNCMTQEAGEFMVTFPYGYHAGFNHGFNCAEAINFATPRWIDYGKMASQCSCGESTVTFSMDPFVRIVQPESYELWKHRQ
SMN2 splice up – SMN2 splice variant enhancement; Potency, µM (highest dose often 46.1 µM), for inactives: top-dose activity change, positive = activation, usual class: activators; AID 1458; 2.8% of 210,000 active; HEK293 SMN2-luciferase splicing reporter, luminescence, 30-36 h; further: % of control where 0% means no effect; nearly all actives have a fitted effect of over 55% in size
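HEK293 cells carry an SMN2 minigene-luciferase reporter in which exon 7 inclusion puts luciferase in frame. Cells were seeded at 2000 cells/well, attached for 10-12 hours, then exposed to compounds for 30-36 hours at 37C before ONE-Glo luminescence.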
HTT ATP protect – cytoprotection in Huntington HTT-Q103 PC12 cell model; AID 1471; Potency, µM (top dose mostly 56.4 µM), inactives show cytoprotection (ATP increase), actives largely listed as activators; PC12 HTT-Q103 induced, cytoprotection, ATP luminescence, 40 h; 0.14% of 230,000 active;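 further: % of control where 0% means no effect; nearly all actives have a fitted effect of over 45% in size; toxic huntingtin expression switched on by the ecdysone agonist tebufenozide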
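Readout: ATPlite luminescence (ATP level). Model: stable PC12, inducible Htt exon1 Q103-GFP. Inducer: tebufenozide, 100 nM final. Compounds: dose series. No G418 in medium.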
Tau ThT inhib – tau fibrillization inhibition (ThT binding); Potency, µM (top dose mostly 57.4 µM), without a hit: at the highest dose activity, negative = inhibition, usual class: inhibitors; 2.1% of 270,000 active; recombinant tau K18 P301L (four-repeat tau fragment), heparin-induced fibrillization, ThT fluorescence; P10636; further: on the % scale 0 is the no-effect control and ±100 the full control effect; nearly all actives have a fitted effect of over 55% in size
Target sequence (P10636 561-689 P618L limits assumed): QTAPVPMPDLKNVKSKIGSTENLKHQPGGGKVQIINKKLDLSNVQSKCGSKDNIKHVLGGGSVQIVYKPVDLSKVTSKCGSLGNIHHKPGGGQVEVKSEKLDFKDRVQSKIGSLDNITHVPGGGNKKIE
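K18 P301L tau (15 uM + 0.24 uM Alexa 594-tagged), heparin 20 uM, NaOAc pH 7, 6 h 37 C; ThT 30 uM, 1 h RT, ex 450/em 510 nm.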
HttQ103 aggreg – mutant huntingtin aggregation inhibition; AID 1688; Potency, µM (doses to about 46.1 µM), inactives show at the highest dose activity change, negative = inhibition, most hits filed as inhibitors; 1.1% of 220,000 active; PC12 HttQ103-GFP aggregates, Acumen cytometry, 40 h; further: on the % scale 0 is the no-effect control and ±100 the full control effect; nearly all actives have a fitted effect of over 60% in size
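Inducible Q103 Huntingtin exon 1–GFP PC12 line, 1500 cells/well in phenol red free DMEM with 5% equine and 5% calf serum. Tebufenozide 100 nM induced expression; compounds titrated; aggregates quantified by cytometry.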
Tau fibril FP – tau fibrillization inhibition (FP) | P10636 | K18 P301L tau heparin fibrillization, Alexa594 FP, 6 h | Potency, µM (highest dose often 57.7 µM), without a hit: top-dose activity, negative = inhibition, most hits filed as inhibitors | 0.39% of 280,000 active | AID 1468; further: on the % scale 0 is the no-effect control and ±100 the full control effect; nearly all actives have a fitted effect of over 55% in size
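Read-out: fluorescence polarization of Alexa 594-labeled tau (0.24 uM), 555 nm excitation, 632 nm emission. Mixtures held 15 uM unlabeled K18 P301L, compound and 20 uM heparin, pH 7 acetate buffer, incubated 6 hr at 37 C.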
An asterisk follows results filed as active; ? = inconclusive; . = no result given; [ ] = remark or other dose. Unless noted, the call rests on the fitted dose curve; in most records, active means well fitted curve in the direction sought with a large enough effect; inconclusive means small, poorly fitted or top-dose-only effect, or another doubt; inactive means no such curve, though single readings can be large; an effect the other way counts as inactive or inconclusive. Potency means the concentration at half of the fitted maximal effect. An excerpt; count on the stated rates, not on these rows.

SMILES	ALDH1A1 inh	Tau fluor counter	KDM4E inh	SMN2 splice up	HTT ATP protect	Tau ThT inhib	HttQ103 aggreg	Tau fibril FP
COc1ccc(C2=CSC3=NCCN23)cc1F	2%	-3%	5%	4%	-4%	-4%	-6%	-2%
COCCCn1c(Cc2csc(Nc3ccc(F)cc3)n2)nnc1SCC(N)=O	6%	-15%	3%	9%	1%[10 µM]	-11%	9%	-4%
O=C(Nc1cccc(Cl)c1)Nc1cccc(C(=O)O)c1	.	-2%	-10%	.	-26%[10 µM]	.	-35%[9.22 µM]	-3%
CCc1ccc(CN(C(=O)c2cc(=O)c3ccc(C)cc3o2)C2CCS(=O)(=O)C2)cc1 (stereo not given)	.	1%	.	8%	.	1%	.	2%
Cc1ccc(-n2nc(C)c3c(-c4cccs4)c(C#N)c(N)nc32)cc1	?	-20%	?	1%	-18%	-4%	-10%	?
N#Cc1cc(C(=O)c2cc(Cl)ccc2O)cn(-c2ccccc2)c1=O	-5%	-5%	2%	-8%	-19%[10 µM]	4%	-23%	-6%
CCC(C)C(NC(=O)c1ccc(Cl)cc1Cl)C(=O)O (stereo not given)	0%	2%	7%	15%	.	-1%	-17%	-4%
CN(C)c1cc(-c2ccc(F)cc2)oc(=O)c1Cl	.	4%	1%	.	-13%[10 µM]	2%	-32%[9.22 µM]	9%
COC(=O)c1cc(O)cc(OC)c1C(=O)c1c(O)cc(C)cc1O	.	-2%	-15%	.	11%[10 µM]	-1%	25%[9.22 µM]	2%
Cc1oc2ccc(O)c(CN(C)Cc3ccccc3)c2c1C(=O)Nc1ccccc1	.	?	.	-6%	.	-14%	.	6%
CCCN(CCC)CC(O)CN1C(=O)NC(C)(C)C1=O (stereo not given)	5%	-7%	-3%	.	8%[10 µM]	-7%	-17%[9.22 µM]	-3%
CC1Cc2ccccc2N1C(=O)CSc1nnnn1C1CCCC1 (stereo not given)	2.5µM*	-2%	-1%	-15%	15%	3%	6%	-10%
O=C(CS(=O)CC(=O)N(CC(=O)NC1CCCC1)C1CCCCC1)Nc1ccc(F)cc1 (stereo not given)	6%	1%	5%	-11%	21%	6%	5%	0%
O=C(C1CC1)N1CCc2cc(Br)cc(S(=O)(=O)NCc3ccc4c(c3)OCO4)c21	10µM*	-6%	2%	21%	-9%	-10%	8%	8%
Cn1c(=O)c2c(nc(NCc3cccnc3)n2Cc2ccc(Cl)cc2)n(C)c1=O	?	-22%	9%	-14%	-9%	-5%	10%[9.22 µM]	9%
O=C(NCc1ccco1)c1ccc(S(=O)(=O)N2CCCc3ccccc32)cc1	14µM*	-8%	8%	-7%	-10%[10 µM]	7%	?	3%
Cn1ncc(Cl)c1C(=O)Nc1cc(C(F)(F)F)ccc1F	0%	5%	6%	-2%	-13%[10 µM]	10%	7%	7%
CCOc1ccccc1C(=O)Nc1ccccc1C(N)=O	0%	-10%	-23%	-8%	-24%[0.074 µM]	-5%	-28%	0%
CCCCC/C=C\C/C=C\C/C=C\CCCCC(=O)NC(C)C(=O)O (stereo not given)	-2%	-6%	4%	2%	-33%[inhibitor]	-6%	.	-1%
c1ccc(Cc2noc(CN3CCN(Cc4ccc5c(c4)OCO5)CC3)n2)cc1	9%	3%	3%	-2%	5%[10 µM]	-4%	15%[9.22 µM]	2%
CNc1oc(-c2ccccc2Cl)nc1P(=O)(c1ccccc1)c1ccccc1	-7%	-17%	?	-10%[1.84 µM]	-6%[10 µM]	?	-12%	-1%
CC(C)(C)C(C(Oc1ccc(Cl)cc1)n1cncn1)n1nnnc1C(c1cccc(Cl)c1)N1CCCCC1 (stereo not given)	2%	-10%	-5%	-47%[inhibitor]	12%[10 µM]	-16%	?	-3%
CCC1=Nc2cc(C(=O)NC3CCC(C)CC3)ccc2Sc2ccc(C)cc21 (stereo not given)	.	-12%	.	-13%	.	-14%	.	-10%
COc1ccc(OC)c(-c2c(=O)n(OCc3ccccc3Br)c3ccccc3[n+]2[O-])c1	-9%	-24%	-9%	-12%	.	-14%	-6%	1%
Cc1ccccc1NC(=O)Cn1c(=O)n(C)c2ccccc21	4%	4%	5%	-7%	-9%	-5%	17%	5%
CCn1c(SCC(=O)O)nnc1-c1ccccc1	-1%	6%	2%	-16%	11%	0%	0%	3%
CCc1ccc(-c2ccc(SCc3ccccn3)nn2)cc1	-2%	-21%	11%	?	-66%[inhibitor]	?	0%	0%
NC(=O)C1CCN(CC(=O)Nc2ccccc2Sc2ccc(Cl)cc2)CC1	-61%	4%	-3%	-16%	-10%[1.9 µM]	2%	-8%	8%
Cc1cc2nc(C3CCN(C(=S)NCCCOC(C)C)CC3)[nH]c2cc1C	-3%	-9%	-17%	-11%	0%[10 µM]	-11%	7%[9.22 µM]	-2%
O=C(Nc1ccc(Cl)cc1)Nc1cccc2nsnc12	.	?	.	.	14%[10 µM]	?	-25%[9.22 µM]	14µM*

The closing two entries of the section above are carried over, then new ones follow.
SMILES	ALDH1A1 inh	Tau fluor counter	KDM4E inh	SMN2 splice up	HTT ATP protect	Tau ThT inhib	HttQ103 aggreg	Tau fibril FP
Cc1cc2nc(C3CCN(C(=S)NCCCOC(C)C)CC3)[nH]c2cc1C	-3%	-9%	-17%	-11%	0%[10 µM]	-11%	7%[9.22 µM]	-2%
O=C(Nc1ccc(Cl)cc1)Nc1cccc2nsnc12	.	?	.	.	14%[10 µM]	?	-25%[9.22 µM]	14µM*
CN(C)S(=O)(=O)c1ccc(C(=O)NCC(C)(C)N2CCOCC2)cc1	.	0%	2%	.	-15%[10 µM]	1%	-5%[9.22 µM]	-2%
COc1ccc(N2C(=O)C(CC(=O)Nc3ccccc3)N(Cc3ccccn3)C2=S)cc1 (stereo not given)	?	-22%	3%	0%	-57%[inhibitor]	-8%	-16%	?
CCC(C)c1ccc(NC(=S)NCc2cccnc2)cc1 (stereo not given)	16µM*	-6%	5%	-28%	15%[10 µM]	3%	9%	1%
O=C(NC1CCCCC1)c1ccc(S(=O)(=O)N2CCOCC2)cc1	-2%	7%	1%	-3%	-28%	5%	7%[9.22 µM]	0%
CCOc1ccc2[nH]c(=O)c(CN(CCN3CCCC3)C(=S)Nc3ccccc3OC)cc2c1	?	-15%	?	-9%	.	-16%	.	-6%
Nc1n[nH]c(C(F)(F)F)c1-c1ccccc1	0%	-6%	-5%	-9%	.	3%	-21%	2%
O=C(NCc1ccc(F)cc1)c1ccc(Nc2nc3ccccc3n3nnnc23)cc1	.	?	.	1%	.	2%	.	?
CCCc1nc(C(C)(C)O)c(C(=O)OCc2oc(=O)oc2C)n1Cc1ccc(-c2ccccc2-c2nn[nH]n2)cc1	-2%	-13%	-9%	3%	?	-9%	12%	-1%
CCOC(=O)C1CCCN(S(=O)(=O)c2ccc3c(c2)oc(=O)n3C)C1 (stereo not given)	.	-9%	.	-8%	.	3%	.	-6%
CC(C)(C)N(NC(=O)Nc1ccccc1)C(=O)c1ccccc1	7%	10%	0%	-4%	7%[10 µM]	1%	-9%	3%
COCC(=O)Nc1ccc(N(C)C)cc1	7%	-9%	-6%	14%	-19%	?	-22%	-7%
CN(Cc1cccc(Cl)c1Cl)c1ccc(S(=O)(=O)N2CCCCC2)cc1[N+](=O)[O-]	?	-10%	3%	-48%[inhibitor]	-9%[10 µM]	-3%	7%	1%
COc1ccccc1N1C(=O)c2ccc(C(=O)Nc3nccs3)cc2C1=O	?	-13%	4%	-3%	2%	-9%	?	-1%
Cc1ccc(C)c(C(=O)OCC(=O)Nc2cccc(S(=O)(=O)NC3=NCCCCC3)c2)c1	-2%	-19%	12%	-22%	4%	-5%	-20%	-2%
O=C(CNC(=O)C1CCCCC1)NCCCO	?	5%	7%	-8%	-4%[10 µM]	-2%	2%	-3%
CC1=C(C(=O)O)N2C(=O)C(NC(=O)c3nn(C)cc3[N+](=O)[O-])C2SC1 (stereo not given)	-8%	12%	-4%	-4%	-53%[inhibitor]	4%	11%[9.22 µM]	1%
CCN(Cc1ccncc1)C(=O)C1CCN(S(=O)(=O)c2cccs2)CC1	-20%	-1%	-1%	-11%	-13%	-4%	0%	7%
CC(C)c1ccc(CNC(=O)C(=O)NCCCn2ccnc2)cc1	2%	-9%	12%	-15%	15%	-8%	-8%	-4%
COCCNC(=O)Cn1cc(/C=N/NC(=O)c2ccc(Oc3ccc(O)cc3)cc2)c2ccccc21	.	18µM*[quencher]	-1%	-7%	14%[10 µM]	?	?	16%
O=C(NC(=S)NCC1COc2ccccc2O1)c1ccccc1 (stereo not given)	?	-29%	-24%	-33%[inhibitor]	9%[10 µM]	-11%	-11%	-5%
O=C(Nc1ccc(-c2csc(Nc3cccc(C(F)(F)F)c3)n2)cc1)c1cccc(C(F)(F)F)c1	.	5µM*[quencher]	?	.	26%[10 µM]	?	2%[9.22 µM]	?
Cc1ccc(-c2cc(C(=O)Nc3ccc(S(=O)(=O)Nc4cc(C)on4)cc3)c3ccccc3n2)c(C)c1	0%	-8%	5%	2%	-1%	-10%	5%	-4%
O=C(Nc1ncc(Cc2cccc(Cl)c2Cl)s1)c1ccc([N+](=O)[O-])cc1	2%	?	9%	-49%[inhibitor]	-106%[inhibitor]	?	-13%	11%
O=C(N/N=C/c1ccc([N+](=O)[O-])o1)c1cccc(S(=O)(=O)N2CCOCC2)c1	?	-23%	-14%	-4%	19%[10 µM]	?	?	0%
Cc1ccc(S(=O)(=O)NCC(=O)N(CC(=O)NC2CCCCC2)Cc2ccco2)cc1	18µM*	-8%	-2%	20µM*	0%	-7%	10%	-1%
O=S(=O)(N1CCCCC1)N1CCN(c2ccccc2F)CC1	-12%	-7%	7%	.	-1%	-6%	-20%	5%
CCCOc1cc(CN2CCCCC2)cc(C(C)=O)c1	-12%	4%	10%	-2%	0%	-4%	3%	6%
COC(=O)c1sccc1-c1ccc(/C=N/OCc2c(Cl)cccc2Cl)o1	?	-20%	?	?	-16%	?	-5%	-8%
O=C(c1ccc(N2C(=O)C3C4c5ccccc5C(c5ccccc54)C3C2=O)cc1)N1CCOCC1 (stereo not given)	11%	4%	12%	0%	-38%[0.074 µM]	-2%	25%	5%
